High-throughput results (PubChem BioAssay)
GPR55 LPI antagonism – GPR55 antagonists blocking LPI-driven arrestin recruitment, primary screen, imaging, U2OS, beta-arrestin-GFP, LPI agonist (AID 2013); 290,000 tested, 0.13% active; one-dose inhibition, % at 10 µM; IC50 in µM for titrated hits; U2OS GPR55 beta-arrestin-GFP translocation imaging, LPI antagonism; higher % means a stronger effect; G-protein coupled receptor 55 (Homo sapiens);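 active = spots per cell inhibited over 60%, with over 100 cells counted and total cytoplasm intensity under 500,000; inconclusive = wells with under 100 cells, flagged as likely toxic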;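 also: U2OS cells stably carrying GPR55 and arrestin-GFP stimulated by 5 µM LPI near EC80; imaged beta-arrestin-GFP aggregate spots per cell after agonist stimulation; plate controls were LPI-stimulated DMSO wells for no effect and DMSO wells without LPI for full effect; some results filed as inactive read as strong as hits; confirmed hits need IC50 under 10 µM and bright autofluorescent wells are also inconclusive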
AID2073 – inhibitors of Mint1-CaV2.2 protein interaction, biochemical, HTRF (AID 2073) | one-dose inhibition, % at 20 µM; IC50 in µM for titrated hits | 290,000 tested, 0.19% active | HTRF protein-protein interaction, Mint1-CaV2.2; higher % means a stronger effect | Voltage-dependent N-type calcium channel subunit alpha-1B (Homo sapiens); in the data active = inhibition mostly above about 51%, no sharp cut-off; inconclusive = no clear call, values can overlap the other calls; inactive = mostly below about 53%; also: some results filed as inactive read as strong as hits
Rac1 GTP hydrolysis – MgcRacGAP GTPase-activating activity inhibitors, confirmation, biochemical, ADP Hunter fluorescence; MgcRacGAP-stimulated Rac1 GTP hydrolysis, ADP Hunter fluorescence; higher % means a stronger effect; GST-tagged Rac1 F28L mutant substrate; one-dose inhibition, % at 30 µM; IC50 in µM for titrated hits; 340,000 tested, 0.6% active; AID 624330, 2012;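 active = first-screen hits whose inhibition reached a set limit at any dose in the follow-up dose series; inconclusive = inhibition above the set first-screen limit but never retested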;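 also: fluorescence reports GDP produced by GAP-driven GTP hydrolysis; strong numbers were not always called active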
Yfh1-off respiration – enhancers of respiration in Yfh1-depleted yeast, dose response, Friedreich's ataxia, plus single-dose screen (AID 1465); one-dose fold induction at 50 µM; EC50 in µM for titrated hits; 220,000 tested, 0.074% active; S. cerevisiae Yfh1-off respiration, WST-1 reduction, 72 h; higher fold induction means a stronger effect;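 active = fold induction of absorbance versus untreated yeast above a set limit, then at least 30% activation at any dose in follow-up; inconclusive = repeats straddling the limit, or above it without dose testing; inactive = fold induction below the set limit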;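 also: activators that raise dye reduction in frataxin-depleted yeast; strong numbers were not always called active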
NTR1 ag – agonists of NTR1, primary screen, imaging, U2OS cells, beta-arrestin-GFP, high content (AID 493036); Neurotensin receptor type 1 (Homo sapiens), P30989; NTR1-U2OS beta-arrestin-GFP spot imaging, agonist mode; activation, % at 20 µM; 330,000 tested, 0.17% active;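 active = activation at or above 40% of the spot to cytoplasm intensity ratio, with at least 20 cells analyzed; inconclusive = wells under 20 cells, flagged as cytotoxic or low count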;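 also: 0% = DMSO without peptide and 100% = 100 nM NTR1 peptide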
Target sequence (P30989 whole entry, looked up): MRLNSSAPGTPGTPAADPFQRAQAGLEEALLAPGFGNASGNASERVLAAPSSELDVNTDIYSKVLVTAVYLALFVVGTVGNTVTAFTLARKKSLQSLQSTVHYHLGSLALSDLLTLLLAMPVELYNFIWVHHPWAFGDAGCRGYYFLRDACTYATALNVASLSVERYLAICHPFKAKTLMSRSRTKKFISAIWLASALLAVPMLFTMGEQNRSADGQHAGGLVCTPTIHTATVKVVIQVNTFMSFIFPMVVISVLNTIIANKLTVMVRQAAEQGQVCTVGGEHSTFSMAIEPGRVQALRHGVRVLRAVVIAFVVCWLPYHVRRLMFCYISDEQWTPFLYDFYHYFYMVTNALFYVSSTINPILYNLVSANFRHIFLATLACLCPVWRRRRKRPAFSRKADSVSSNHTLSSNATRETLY
GPR35 antagonists – GPR35 antagonists blocking zaprinast-driven arrestin recruitment, primary screen, imaging, U2OS, beta-arrestin-GFP, zaprinast agonist (AID 2058); inhibition, % at 10 µM, or IC50 in µM where a hit was titrated; 290,000 tested, 0.052% active; U2OS GPR35 beta-arrestin-GFP translocation imaging, zaprinast antagonism; higher % means a stronger effect; G-protein coupled receptor 35 (Homo sapiens);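 active = inhibition of at least 50% with at least 30 cells and total cytoplasm GFP at most 10,000,000; inconclusive = under 30 cells or total GFP of 10,000,000 plus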
Dengue-2 NS5 capping – Dengue-2 NS5 methyltransferase inhibitors, primary screen, biochemical, confirmation dose response (AID 588689) | inhibition, % at 25 µM, or IC50 in µM where a hit was titrated | Dengue-2 NS5 methyltransferase capping enzyme assay, biochemical; higher % means a stronger effect | Genome polyprotein (Dengue virus type 2 (strain 16681-PDK53)) | 340,000 tested, 0.3% active; in the data active = a potency from the dose series; inconclusive = inhibition above about 29% without an active follow-up result
GPR55 beta-arrestin – GPR55 agonists via beta-arrestin recruitment, primary screen, imaging, U2OS cells, beta-arrestin-GFP redistribution (AID 1961); U2OS GPR55 beta-arrestin-GFP redistribution imaging; higher % means a stronger effect; activation, % at 10 µM, or EC50 in µM where a hit was titrated; 290,000 tested, 0.048% active;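 active = activation above 40% with more than 50 cells counted in the well; inconclusive = wells holding fewer than 50 cells, flagged as toxic or sparse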;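 also: U2OS osteosarcoma cells stably expressing GPR55 and beta-arrestin-GFP; plate controls were DMSO negative control for no effect and LPI positive control for full effect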
SV40 large T antigen – SV40 large T antigen inhibitors, biochemical (AID 1903). SV40 large T antigen ATPase/helicase inhibition assay; higher % means a stronger effect. inhibition, % at 20 µM; hits with a dose series show IC50 in µM. 310,000 tested, 0.39% active; in the data active = a potency from the dose series; inconclusive = inhibition mostly from about 32% at the one dose, without a potency; inactive = the rest, 99 in 100 with inhibition below about 32%; also: strong numbers were not always called active
NTR1 ag cell count 20 µM – further read-out of NTR1 ag, marked with its call; cell count; measured here: cell count, cytotoxicity flag
Dengue-2 NS5 capping pilot replicate – also measured in Dengue-2 NS5 capping; calls as there; inhibition, %; measured here: pilot screen replicate inhibition
An asterisk follows results filed as active; i = inactive; ? = inconclusive; · = no result given.

SMILES	GPR55 LPI antagonism	AID2073	Rac1 GTP hydrolysis	Yfh1-off respiration	NTR1 ag	NTR1 ag cell count 20 µM	GPR35 antagonists	Dengue-2 NS5 capping	GPR55 beta-arrestin	SV40 large T antigen	others
CCCCCCCCn1ccc(=N)cc1	-2%	1%	-15%	i	2.5	42	4%	-11%	-0.2%	11%
O=C(O)c1ccccc1C(=O)Nc1ccccc1	-5%	-1%	-2%	i	-0.8	77	-13%	-3%	-0.1%	-1%
CCOC(=O)COc1cc(N2C(=O)CSCC2=O)c(Cl)cc1Cl	9%	0%	6%	i	-0.8	42	-3%	-3%	-0.1%	0%
Cc1ccc(CSCC(=O)NCc2ccco2)cc1	6%	15%	3%	i	0.6	50	11%	1%	0.0%	5%
CC1COc2ccccc2N1S(=O)(=O)c1cc(Cl)ccc1Cl (stereo not drawn)	1%	5%	5%	·	0.9	61	22%	5%	0.3%	8%
COc1ccc(N2CCN(C(=O)C3CCN(C(=O)c4cccc(Cl)c4)CC3)CC2)cc1	2%	-9%	9%	·	-0.3	44	24%	-3%	-0.2%	15%
CCOC(=O)Cc1csc(NC(=S)NC(=O)c2ccc(F)cc2)n1	7%	-8%	9%	·	1.1	45	-12%	3%	-0.1%	11%
CCOc1ccc(NC(=O)C(=S)NC2CCCCC2)cc1	2%	5%	2%	i	9.4	54	-7%	-2%	-0.2%	11%
CN1CCN(C(=S)NC(CC(=O)c2ccccc2)c2ccccc2)CC1 (stereo not drawn)	10%	9%	8%	i	-0.3	69	-5%	-7%	-0.2%	19%
COc1cc(-c2ccc3oc(-c4ccsc4)cc3c2)cc(OC)c1OC	·	·	2%	i	-0.7	86	·	-5%	·	9%
COC(=O)c1sccc1NC(=O)Nc1ccc(OC)cc1	12%	10%	11%	·	0.7	47	-15%	-10%	-0.1%	7%
O=C(NCc1ccccc1)c1ccc(Cl)cc1[N+](=O)[O-]	16%	2%	6%	i	1.1	88	9%	-3%	0.2%	4%
CN(CC(=O)Nc1ccc(F)c(F)c1)S(=O)(=O)c1cccc2nsnc12	14%	15%	1%	i	-1.5	88	-7%	-5%	-0.1%	0%
Cc1ccc(NC(=O)CCCNC(=O)c2ccc(Cl)cc2)c(O)c1	12%	17%	-3%	·	-0.7	65	-8%	-3%	0.8%	13%
CCc1ccc(N2CC(O)(c3cccs3)[N+]3=C2SCCC3)cc1 (stereo not drawn)	4%	5%	7%	i	1.1	63	-10%	5%	-0.1%	12%
O=C(O)c1cnc(-c2ccccc2)nc1Sc1cccc(Cl)c1	2%	?	8%	i	2.4	70	-11%	15%	-0.3%	7%
Nc1nc(N)c2c(ccc3nccc32)[nH]1	2%	34%	9%	i	2.3	77	7%	-7%	0.3%	10%
CN1CCN(c2ccc(Cl)cc2NC(=O)CCN2C(=O)c3ccccc3C2=O)CC1	-5%	26%	12%	i	0.9	31	-5%	-5%	0.1%	7%
N#Cc1c(N)nc(SCC(=O)NCc2ccc3c(c2)OCO3)c(C#N)c1-c1cccs1	-1%	0%	14%	i	-0.4	49	-7%	-15%	0.8%	6%
COc1ccc(N2C(=O)CC(NCc3cccc(F)c3)C2=O)cc1 (stereo not drawn)	0%	-3%	13%	i	-0.8	38	-6%	-3%	-0.2%	·
CCOc1ccc(NC(=O)CN(C)C(=O)c2cc(-c3cccs3)nn2-c2ccccc2)cc1OCC	·	·	-3%	·	3.7	57	·	-4%	·	10%
Cc1cc(C)nc(NS(=O)(=O)c2ccc(-n3cccc3)cc2)n1	7%	1%	7%	i	-2.2	76	2%	-5%	0.2%	13%
CCOc1ccc(C(=O)NC2CCN(C(=S)Nc3ccccc3C)CC2)cc1	11%	-6%	-3%	i	0.5	42	10%	-10%	0.7%	7%
CN1CCN(c2ccccc2NC(=O)COc2ccc(C3CCCCC3)cc2)CC1	14%	-6%	6%	·	30	73	-20%	-9%	-0.1%	1%
O=C1c2ccccc2C(Nc2cccc(C(F)(F)F)c2)N1Cc1ccco1 (stereo not drawn)	0%	?	7%	i	1.5	58	-2%	3%	-0.1%	4%
CCOc1ccc(/C(O)=C2\C(=O)C(=O)N(c3cc(C)on3)C2c2ccccc2OC)cc1 (stereo not drawn)	3%	21%	1%	i	13	81	33%	0%	-0.1%	-11%
N#Cc1nc(Cc2ccccc2)oc1NCc1cccnc1	9%	3%	11%	i	-1.2	43	-8%	-2%	-0.2%	10%
CCN(C(=O)c1c(N)cnn1C)c1ccccc1	5%	4%	-3%	i	-1.9	61	6%	0%	0.5%	7%
CCCCCn1c(CNC(=O)c2cccs2)nc2ccccc21	9%	12%	2%	i	2.4	75	2%	-4%	-0.4%	5%
O=C(CNc1ccccc1)N/N=C/c1ccc2c(c1)OCO2	-6%	-1%	1%	i	0.4	89	-16%	-1%	0.3%	5%
COC(=O)c1ccc(-c2nc(O)c3cnccn23)cc1	11%	2%	17%	i	-2.3	69	12%	-10%	-0.1%	4%
COCC1CCCCN1C(=O)c1ccc2oc(CCCc3ccccc3)nc2c1 (stereo not drawn)	-11%	5%	1%	·	2.0	81	19%	-4%	-0.1%	12%
Cc1cccc(NS(=O)(=O)c2ccc([N+](=O)[O-])cc2)n1	-18%	10%	14%	·	-1.0	59	-3%	5%	-0.1%	3%	Dengue-2 NS5 capping pilot replicate=3.6
Cc1ccc(NC(=O)c2nnn(CC(=O)Nc3ccc4c(c3)OCO4)c2N)cc1C	1%	19%	6%	·	1.4	48	62%	-4%	-0.1%	4%
CN(C)CC/C=C1\c2cc(F)ccc2CSc2ccccc21	2%	8%	2%	i	-0.3	67	8%	-1%	0.1%	5%
COc1ccc(N(CC(=O)Nc2cccc(C)c2C)S(=O)(=O)c2c(C)n[nH]c2C)cc1	4%	24%	-3%	i	-0.2	60	1%	-2%	0.2%	4%	Dengue-2 NS5 capping pilot replicate=2.6
CCOC(=O)C1=C(COc2ccc(F)cc2Cl)NC(=O)NC1c1cc(C)ccc1C (stereo not drawn)	16%	-5%	6%	i	3.8	39	0%	-2%	-0.1%	-1%
CCCC(=O)Nc1c(C)nn(C(=O)CCC)c1C	-8%	-3%	11%	i	-0.3	65	19%	3%	0.2%	23%
NC(=O)NC(=O)COC(=O)c1cccc(S(=O)(=O)N2CCCCCC2)c1	1%	2%	12%	i	1.5	55	-8%	-4%	0.0%	9%
Cn1ncc2c(Nc3ccc(O)cc3)nc(Cl)nc21	11%	18%	?	i	-1.0	70	2%	-3%	0.0%	?
CSc1ccccc1C(=O)NC1CCCN(Cc2ccccc2F)C1 (stereo not drawn)	2%	-7%	-18%	·	0.5	79	-1%	2%	0.9%	8%
Cc1cc(C)n(-c2nc3c(c(=O)[nH]c(=O)n3C)n2CC(O)COc2ccc(Cl)cc2Cl)n1 (stereo not drawn)	8%	7%	-5%	i	1.7	71	8%	1%	0.2%	5%
COc1cc(C(C)=O)ccc1COc1ccc(C(=O)OC(C)C(=O)NC(N)=O)cc1OC (stereo not drawn)	7%	7%	5%	i	-0.8	50	-16%	-1%	0.2%	3%
COc1ccc(/C=N/NC(=O)c2ccc(CSc3nncn3C)cc2)cc1OC	10%	25%	9%	i	2.1	66	6%	-6%	0.1%	12%
COc1ccccc1C(C(=O)NC1CCCCC1)N(C(=O)c1csnn1)C1CC1 (stereo not drawn)	12%	17%	-1%	·	-0.6	45	9%	-2%	0.8%	-1%
CCOc1ccc(NC(=O)Cc2c(C(=O)O)n(C)c3ccccc23)cc1	1%	7%	9%	·	-0.1	42	-15%	1%	-0.2%	2%
COc1ccccc1Oc1ccc2c(c1)C(=O)N(CC1CCCO1)C2=O (stereo not drawn)	18%	0%	9%	i	0.7	58	11%	-2%	-0.1%	13%
CC(CC(=O)O)CC(=O)Nc1cc([N+](=O)[O-])ccc1O (stereo not drawn)	6%	9%	3%	i	1.0	51	-20%	3%	0.1%	-2%
Cc1cccc(NC(=O)N2CCCCCC2)c1C	-20%	6%	5%	·	1.8	61	-11%	3%	-0.1%	-3%
CC(C)Oc1ccc(NC(=O)CCC(=O)O)cc1	15%	-4%	4%	i	-0.4	89	10%	4%	0.2%	15%

More compounds follow.
SMILES	GPR55 LPI antagonism	AID2073	Rac1 GTP hydrolysis	Yfh1-off respiration	NTR1 ag	NTR1 ag cell count 20 µM	GPR35 antagonists	Dengue-2 NS5 capping	GPR55 beta-arrestin	SV40 large T antigen	others
COc1cc(CNCCc2ccccc2F)ccc1OCC(=O)N1CCCCC1	8%	-16%	13%	i	1.0	99	-3%	-1%	0.8%	4%
O=C(Cn1ncc2c3ccccc3n(Cc3ccccc3F)c2c1=O)N1CCN(c2ccccn2)CC1	11%	14%	4%	·	12	56	-16%	-3%	0.5%	7%
COc1ccc(C2CCCN2C(=S)Nc2ccccc2C)cc1OC (stereo not drawn)	12%	-2%	9%	i	-0.4	50	10%	-3%	0.0%	9%
OC(c1ccccn1)(c1ccccn1)c1ccccn1	-10%	1%	8%	i	1.0	75	-11%	-8%	-0.1%	-3%
Cc1ccc([C@@H]2C3COCC=C3C(C#N)=C(N)C2(C#N)C#N)o1 (stereo partly drawn)	1%	-5%	9%	i	0.9	68	11%	?	-0.2%	35%
COc1ccc(C2C(C#N)=C(N)N(c3sc4c(c3C#N)CCCC4)C3=C2C(=O)CC(C)(C)C3)cc1OC (stereo not drawn)	6%	2%	7%	i	3.5	86	0%	-22%	-0.1%	8%
O=C(/C=C/c1ccccc1Cl)c1ccccc(=O)c1O	19%	26%	13%	i	·	·	8%	44%	-0.5%	16%
CCC(/C=N/NC(=O)CCCCC(=O)N/N=C/C(CC)CC)CC	3%	0%	6%	i	-1.9	109	-2%	1%	0.1%	14%
